High-throughput results from PubChem BioAssay.
BoNT F protease = BoNT F light chain protease inhibition. actives 0.22% (n = 360,000). inhibition, % at 10 µM. Multiplex microsphere protease cleavage assay, flow cytometry; in the data active = inhibition above about 35%, passing the limit was not always enough; inconclusive = no clear call, values can overlap the other calls; also: plate controls were buffer without enzyme for full effect and enzyme alone for no effect
MazEF act = increases E. coli MazEF RNase cleavage of RNA | AID 504720 | activation, % at 20 µM | P0AE70 | FAM/BHQ RNA-DNA oligo cleavage fluorescence, 5 h | actives 0.32% (n = 350,000); in the data active = activation above about 50%
Mtb FBA inh = inhibits M. tuberculosis FBA enzyme. P9WQA3. purified M. tuberculosis FBA, fluorescence read-out. inhibition, % at 1 µM. actives 2.3% (n = 360,000). AID 588726; in the data active = inhibition above about 27%;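 also: 0% = vehicle and 100% = reference inhibitor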
GDH-TPI inh = counter-screen for M. tuberculosis FBA inhibitors: GDH-TPI coupled enzymes; AID 588335; inhibition, % at 4.8 µM; actives 1.2% (n = 360,000); GDH-TPI coupled enzyme counterscreen, NADH absorbance;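 also: 0% = DMSO wells and 100% = wells lacking the enzyme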
CCHF vOTU inh = blocks the CCHF virus ovarian tumor domain protease; inhibition, % at 11.5 µM; actives 0.55% (n = 370,000); CCHFV vOTU protease, Pep-AMC fluorescence; also: 0% = vehicle wells with enzyme and 100% = no enzyme wells
VHR inh abs = DUSP3 (human) phosphatase inhibition; P51452; recombinant VHR phosphatase, pNPP absorbance; inhibition, % at 13.3 µM; actives 0.52% (n = 290,000); in the data active = inhibition above about 50%; also: some compounds called inactive have numbers as strong as hits
Target sequence (P51452 whole entry, looked up): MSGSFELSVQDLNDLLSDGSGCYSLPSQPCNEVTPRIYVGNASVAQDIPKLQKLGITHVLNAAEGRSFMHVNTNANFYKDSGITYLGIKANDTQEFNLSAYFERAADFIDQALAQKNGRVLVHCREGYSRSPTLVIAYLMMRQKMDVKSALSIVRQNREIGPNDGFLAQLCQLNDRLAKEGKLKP
Mtb UGM inh = inhibitors of M. tuberculosis UDP-galactopyranose mutase; actives 0.06% (n = 320,000); AID 504406; purified UGM, fluorescence polarization probe displacement; inhibition, % at 10 µM; P9WIQ1; in the data active = inhibition above about 10%, passing the limit was not always enough; inconclusive = no clear call, values can overlap the other calls
Target sequence (P9WIQ1 whole entry, looked up): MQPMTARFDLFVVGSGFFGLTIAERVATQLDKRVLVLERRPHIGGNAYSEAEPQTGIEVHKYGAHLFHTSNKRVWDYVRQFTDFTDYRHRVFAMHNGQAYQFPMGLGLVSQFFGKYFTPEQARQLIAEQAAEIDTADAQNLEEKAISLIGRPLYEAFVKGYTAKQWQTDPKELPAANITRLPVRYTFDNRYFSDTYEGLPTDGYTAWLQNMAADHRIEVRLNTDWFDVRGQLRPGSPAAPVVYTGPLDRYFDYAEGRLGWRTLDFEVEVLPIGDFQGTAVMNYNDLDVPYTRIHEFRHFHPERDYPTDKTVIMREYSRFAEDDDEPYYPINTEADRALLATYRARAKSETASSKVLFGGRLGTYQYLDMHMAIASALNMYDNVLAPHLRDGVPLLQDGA
FadD28 FP inh = inhibitors of Mycobacterium tuberculosis FadD28 bisubstrate binding; actives 0.22% (n = 360,000); inhibition, % at 12.5 µM; FadD28 bisubstrate probe binding, fluorescence polarization; in the data active = inhibition above about 8.5%, passing the limit was not always enough; inconclusive = no clear call, values can overlap the other calls
Rv3671c protease = inhibitors of M. tuberculosis serine protease Rv3671c; P9WHR9; inhibition, % at 5.96 µM; actives 0.048% (n = 320,000); AID 2606; in the data active = inhibition above about 38%;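 also: extracellular domain of Rv3671c used as enzyme; 0% = enzyme with DMSO and 100% = no enzyme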
Target sequence (P9WHR9 whole entry, looked up, the tested form may be a part): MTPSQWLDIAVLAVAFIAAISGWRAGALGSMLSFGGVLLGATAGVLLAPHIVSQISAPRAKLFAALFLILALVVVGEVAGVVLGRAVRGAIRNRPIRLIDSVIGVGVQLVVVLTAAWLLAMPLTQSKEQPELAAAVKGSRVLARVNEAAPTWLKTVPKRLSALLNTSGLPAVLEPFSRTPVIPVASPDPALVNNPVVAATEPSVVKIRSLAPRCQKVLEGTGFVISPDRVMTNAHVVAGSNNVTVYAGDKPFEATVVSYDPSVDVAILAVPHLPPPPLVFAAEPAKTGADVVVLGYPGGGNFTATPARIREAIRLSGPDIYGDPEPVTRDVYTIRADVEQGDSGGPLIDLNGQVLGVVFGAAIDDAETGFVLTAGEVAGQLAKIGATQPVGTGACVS
BioA inh = BioA (M. tuberculosis) enzyme inhibition; purified M. tuberculosis BioA enzyme, plate reader; inhibition, % at 9.99 µM; actives 0.096% (n = 360,000); in the data active = inhibition above about 40%; inconclusive = no clear call, values can overlap the other calls
* hit, by the source's call; ? = inconclusive; . = no result given. Rule as the data show it, unless noted: active = inhibition above about 30%; inactive = the rest.

SMILES	BoNT F protease	MazEF act	Mtb FBA inh	GDH-TPI inh	CCHF vOTU inh	VHR inh abs	Mtb UGM inh	FadD28 FP inh	Rv3671c protease	BioA inh
Cc1ccc2nsnc2c1S(=O)(=O)N1CCCC1C(=O)O (configuration not stated)	6	7	1	9	20	3	-1.6	1.2	-3	.
COc1ccc(N2CCN(C(=O)COc3ccc4c(C)c(C)c(=O)oc4c3C)CC2)cc1	-2	14	6	4	.	-4	1.3	-3.1	1	5.5
CC1SC(=S)N(c2ccc(N(C)C)cc2)C1=O (configuration not stated)	-10	0	1	12	-9	13	-0.7	0.8	7	-2.3
Nc1no[n+]([O-])c1-c1ccccc1	-6	8	-3	-5	5	18	-0.6	-2.7	-5	.
CCN(CC)CCNC(=O)c1ccc2c(c1)ncn2C1CCCCC1	2	5	-2	-6	18	42	-1.0	-3.4	3	1.7
CC(=O)Nc1ccc(C=C(C(C)=O)C(C)=O)cc1	?	-2	4	21	-6	13	1.4	-1.2	3	.
OCCC1CN(Cc2ccc3nsnc3c2)CCN1CCc1ccccc1 (configuration not stated)	-2	0	1	8	-5	13	0.6	-1.4	1	.
COc1ccc(OC)c(NC(=O)c2cc3ccccc3o2)c1	-32	13	2	18	4	-11	0.2	1.0	-11	-2.0
O=C(c1ccco1)N1CCN(C(=O)C2(S(=O)(=O)c3ccc(Cl)cc3)CC2)CC1	3	2	-3	-3	3	35	-5.8	-1.1	-3	-0.3
Cc1sc2c(c1C)c(=O)n(-c1ccccc1)c1nncn21	-10	4	0	8	-4	17	1.8	-0.9	0	-1.4
CCCCNC(=O)CSc1nc2ccccc2c(=O)n1CC1COc2ccccc2O1 (configuration not stated)	-2	1	1	5	2	21	1.6	-0.7	-8	-1.1
O=C(COC(=O)c1cccc(Cl)c1Cl)NCc1cccs1	-2	3	-1	5	0	.	-2.5	-4.2	0	3.1
Nc1cc(Br)cc2c1[nH]c(=O)c1ccccc12	-4	-6	-1	9	8	.	.	-0.6	.	-0.2
O=C(CSc1nnnn1Cc1ccccc1)Nc1cccc(F)c1	-21	3	-1	-4	6	42	1.2	-0.5	2	2.6
Cc1sc2nc(CSCC(=O)NC(C)(C)C)[nH]c(=O)c2c1C	1	9	1	4	0	6	-0.7	-0.2	6	.
COc1cc(-c2cc(C(=O)OCC(=O)Nc3ccc4c(c3)OCO4)c3ccccc3n2)cc(OC)c1OC	-10	2	4	-4	-12	4	0.5	-2.8	-6	-1.9
NC(=O)[C@@H]1CCCN1Cc1c(C(=O)N2CCc3ccccc3C2)nc2ccc(Cl)cn12	4	-18	1	0	-3	20	0.6	-1.5	-1	-0.3
Cc1ccc2c(=O)cc(C(=O)NC3CCS(=O)(=O)C3)oc2c1 (configuration not stated)	5	4	0	7	3	-14	0.4	-3.0	0	-0.7
CCOC(=O)N1CCN(C(=O)C(=O)NNC(=O)COc2ccc(Cl)cc2)CC1	-1	6	-4	-2	-9	3	-0.1	-1.4	-9	.
Cc1cc(C)n(-c2ccc(NC(=O)C3CCCCN3C(=O)c3cc(C)oc3C)cc2)n1 (configuration not stated)	3	5	1	-1	-4	35	-2.3	0.5	-13	0.5
COc1ccc(CC(N)c2csc(NC(=O)Nc3ccc(C(C)C)cc3)n2)cc1 (configuration not stated)	-11	.	-1	3	13	.	.	-13	.	-2.0
CNCC(O)CN(c1ccccc1)c1ccccc1 (configuration not stated)	5	-5	4	-11	11	20	-0.6	-5.0	1	.
CCC(=O)Nc1ccc2nc(SCC(=O)N3CCOCC3)sc2c1	-8	0	1	6	4	-11	-4.2	-1.6	-1	.
CC1C(=O)N(Cc2cn(CC3CCCCC3)nn2)CCS(=O)(=O)N1Cc1ccc(-c2ccccc2)cc1 (configuration not stated)	1	5	-1	1	-3	.	.	-2.4	.	0.6
Cn1c2ccccc2c2cc(/C=N/NC(=O)c3ccccc3F)ccc21	-6	-16	12	47*	-2	32	2.4	-1.3	-8	-0.8
COc1cc([N+](=O)[O-])ccc1Nc1nc(C)cc(C)n1	-8	-14	-4	-3	-10	48	-2.9	-0.5	0	-0.5
Cc1ccsc1C(=O)N(C)C1CCS(=O)(=O)C1 (configuration not stated)	0	2	1	-7	-5	.	-1.2	-0.3	2	0.9
O=C(NCCOc1ccccc1)C1CCC(=O)N(CCc2ccc(Cl)cc2)C1 (configuration not stated)	-14	0	2	14	-4	0	1.2	-1.8	-1	0.9
Cc1sc2ncnc(N3CCN(Cc4ccccc4)CC3)c2c1-c1ccc(F)cc1	0	4	0	-7	-5	23	0.1	0.5	-6	-0.6
COc1cccc(OC)c1C(=O)NC(=S)Nc1cc(-c2nc3ccccc3[nH]2)ccc1Cl	-1	-19	-2	6	-10	15	1.3	-0.7	-228	.
c1ccc(CN2Cc3ccccc3-n3nncc3C2)cc1	1	2	0	2	-8	.	.	-2.8	.	.
CC(=O)Nc1ccc(CN(C)c2c(C)nc3ccc(C(=O)N4CCN(C(=O)c5ccco5)CC4)cn23)cc1	3	.	5	3	-6	.	.	-0.7	.	-0.8
O=C(Nc1cccc(S(=O)(=O)N2CCOCC2)c1)c1cn(-c2ccccc2)nc1-c1ccc(F)cc1	-3	-5	5	9	0	-1	0.1	0.6	-2	0.4
Cc1c(NC(=O)C(=O)/C=C(\O)c2ccc(Cl)cc2)c(=O)n(-c2ccccc2)n1C	10	-3	0	20	13	-2	0.6	-1.2	-11	.
COc1ccc(NC(=O)CSc2nnnn2C2CCCC2)cc1	-4	-5	3	7	1	3	-0.6	-0.8	-4	.
CCOC(=O)c1c(NC(=O)c2ccc(S(=O)(=O)N3CCOCC3)cc2)sc2c1CCN(C(C)C)C2	-3	38	-3	16	14	-5	-1.6	-2.2	2	-3.2
O=C(O)Cn1cc(/C=C2/SC(=O)N(CC(=O)N3CCCCCC3)C2=O)c2ccccc21	.	-5	.	.	9	-13	1.6	.	10	.
COc1ccc(NC(=O)c2ccc3c(c2)n(C)c(=O)n3C)cc1	-9	-5	1	3	-4	4	-1.9	-4.3	11	0.3
C/C(=C\c1ccccc1)CN1CCC(C(=O)N2CCC(C)CC2)CC1	-2	-1	1	-1	7	36	1.5	-1.7	-2	-1.2
CCOC(=O)N(C)c1c(CC)nc2c(OCC(=O)C(C)(C)C)cccn12	2	.	1	4	15	.	.	-0.6	.	1.5
CC[C@@]12C(=O)N(c3cccc(F)c3)C(=O)N1[C@H](c1ccc(OC)cc1)[C@@H]1C(=O)N(C(C)(C)C)C(=O)[C@@H]12	-2	6	1	2	3	.	-2.3	-6.1	3	-2.1
O=C(Cc1ccc(S(=O)(=O)N2CCOCC2)s1)Nc1ccc(N2CCOCC2)cc1	-8	10	-2	0	2	17	-2.5	-3.3	4	.
Cc1ccccc1OCC(=O)NCC(c1cccs1)N1CCOCC1 (configuration not stated)	-1	3	0	2	2	.	2.1	-0.1	-7	1.2
COC(=O)c1cc(S(=O)(=O)NCCc2ccc(Cl)cc2)c[nH]1	-1	7	-2	12	1	2	-1.2	-7.0	-3	5.5
CC(=O)c1ccc(-n2c(C)ccc2-c2ccccc2)cc1	-2	-5	6	10	-7	22	-1.7	-0.3	-5	14
O=C(NCc1ccccn1)Nc1ccccc1Cl	9	-18	1	3	-10	-2	-1.2	-3.8	10	-3.7
CN1CCN(C(=O)/C=C\C(=O)O)CC1	-2	2	2	-2	-18	-14	-0.1	-2.1	5	.
CN(C)C(Cc1ccc(C#N)cc1)C(=O)c1ccccc1 (configuration not stated)	-4	11	1	0	-10	-8	-0.6	-2.5	-3	0.1
COC(=O)c1cc(S(=O)(=O)Nc2cccc(-c3cnco3)c2)oc1C	0	4	-1	-2	.	6	0.1	-3.9	4	-0.2
CCC(=O)N1CCc2cc(S(=O)(=O)NC(Cc3ccccc3)C(=O)Nc3nccs3)ccc21 (configuration not stated)	-8	3	3	4	-14	32	.	-0.8	-8	-1.4
CCOC(=O)c1nn(-c2cccc(Cl)c2)c2nc(Nc3ccccc3)cc(=O)n12	-1	-16	0	-1	12	30	-0.4	-2.1	-6	-2.0
CNC(=O)NNC(=O)c1csc(-c2ccc(C(F)(F)F)cc2Cl)n1	-58	4	0	-4	-14	21	0.6	-0.1	7	0.0
COc1cccc(CC(=O)NNC(=O)c2c(-c3ccccc3)noc2C)c1	.	-2	0	-1	-9	16	0.5	-2.5	-1	-1.4
CCN(CC)S(=O)(=O)c1ccc(N2CCCC2)c(NC(=O)c2ccncc2)c1	-14	-23	4	2	0	19	2.0	0.3	-4	0.2
O=C(Nc1ccccc1-c1ccccc1)C1CCCCC1	-11	-7	-3	1	0	18	4.2	-1.0	5	.
CC(OC(=O)/C(C#N)=C/c1ccc(N(C)C)cc1)C(=O)NCc1ccco1 (configuration not stated)	5	.	-15	24	7	.	4.7	3.0	-38	-1.6
CC(C)Oc1ccc(C(=O)Nc2ccc(N(C)C)cc2)cc1	-70	11	1	4	3	-12	-2.8	-1.4	12	.
CCOc1ccccc1-n1c(O)c(C=NCc2ccc3c(c2)OCO3)c(=O)[nH]c1=O	2	-1	-1	-10	5	4	-2.1	-0.3	-139	4.6
CCOC(=O)C1=C(COC(=O)CSc2ccc(C)cc2C)NC(=O)NC1C (configuration not stated)	-1	-3	-1	-1	10	.	.	-3.5	.	0.7
CC1(C(=O)NS(=O)(=O)Cc2ccccc2)CCN1C(=O)CCc1ccccc1 (configuration not stated)	-1	.	-2	8	-15	.	.	0.2	.	-0.4

Other structures
SMILES	BoNT F protease	MazEF act	Mtb FBA inh	GDH-TPI inh	CCHF vOTU inh	VHR inh abs	Mtb UGM inh	FadD28 FP inh	Rv3671c protease	BioA inh
COc1ccc(S(=O)(=O)N2CCC(C(=O)Nc3ccc4c(c3)OCCO4)CC2)cc1OC	1	-7	2	13	2	35	-0.4	-1.4	-4	8.0
O=C(COc1cccc(Cl)c1)Nc1cc(S(=O)(=O)N2CCOCC2)ccc1N1CCOCC1	-7	8	2	9	7	5	-2.4	-1.0	2	-0.2
CCOC(=O)CN(C(=O)Cn1nnc2ccccc21)C(C(=O)NCCOC)c1ccccc1C (configuration not stated)	13	0	-1	0	-1	22	-0.4	-1.5	4	-3.6
Cc1cc(N2CCN(c3nnnn3-c3ccccc3)CC2)n2ncnc2n1	2	1	-2	-3	-1	25	2.7	-1.2	7	5.1
COc1cc2c(c3oc(-c4ccccc4)cc(=O)c13)C=CC(C)(C)O2	1	8	0	-5	7	16	3.6	-9.7	-9	-1.3
CCOC(=O)N1CCN(C(=O)c2cc3ccccc3o2)CC1	-5	-9	-1	0	-7	19	2.6	-0.9	-1	0.0
COc1nnc(-c2ccc(N3CCOCC3)c(NC(=O)c3ccc(C)cc3)c2)c2ccccc12	8	-4	1	3	1	27	4.0	-4.3	1	4.2
CCN(CC(=O)Nc1c(F)cccc1F)C(=O)C1CCN(S(=O)(=O)c2ccc(C)cc2C)CC1	?	0	2	-5	1	.	-0.2	-2.0	1	1.6
COc1ccc(N2CCN(C(=S)Nc3cc(C)ccc3C)CC2)cc1	2	1	0	-4	6	-2	0.9	0.0	2	0.0
COc1ccccc1N(CC(=O)NCCSc1ccccn1)S(=O)(=O)c1ccccc1	-18	-5	-5	-2	7	24	-1.1	-3.5	7	0.1
